High-throughput results as filed in PubChem BioAssay.
H9c2 TAG inh = triacylglycerol accumulation inhibition | H9c2 cells, Nile Red lipid (TAG) fluorescence; cells loaded with 200 µM oleic acid | AID 651582 | inhibition, % at 12.5 µM | actives 0.66% (n = 230,000);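 active means pattern-corrected inhibition of lipid staining of at least 50% with the nuclear-stain viability signal not falling by more than 50%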;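 further: 0% = DMSO wells and 100% = triacsin C control wells; some results filed as inactive read as strong as hits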
H9c2 TAG inh DAPI viability = also measured in H9c2 TAG inh; calls as there; DAPI nuclei signal change (viability), lower = more cytotoxic, %;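 whole-well DAPI fluorescence read on a plate reader as a viability signal; minus 50 percent equals half of cells still viable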
Numbers without * were called inactive. Not all compounds are listed. The share of hits here may be higher or lower than overall.

SMILES | H9c2 TAG inh | H9c2 TAG inh DAPI viability
COc1ccccc1CN1CCN(Cc2nc(-c3ccccc3)no2)CC1 | -29 | 3
O=C(N[C@@H](Cc1ccccc1)C(=O)OCc1ccccc1)c1nc[nH]c1C(=O)N1CCc2ccccc2C1 | -3 | -6
CC(C)(C)C(=O)Nc1cccc(-c2ccc[nH]2)n1 | 2 | 1
CN(CC(=O)Nc1ccccc1C(F)(F)F)C(=O)CSc1nnnn1C | -4 | 3
O=C(Cn1cnc2c(NCc3ccccc3)ncnc21)NCC1CCCO1 (stereo not given) | 4 | 8
CCCS(=O)(=O)N1CCN(C(=O)COc2ccccc2)CC1 | -21 | -1
O=C(NCc1ccco1)C(c1ccco1)N(CCc1ccccc1)C(=O)Cn1nnc2ccccc21 (stereo not given) | 13 | -4
COc1ccc(CC(=O)OCc2nnc(-c3ccccc3)o2)cc1 | 0 | 10
Cc1cc(NS(=O)(=O)c2ccc(NC(=O)c3c(F)c(F)c(F)c(F)c3F)cc2)nc(C)n1 | 9 | -8
COc1ccccc1CCC(=O)N(CCC1=CCCCC1)c1c(N)n(Cc2ccccc2)c(=O)[nH]c1=O | 0 | -2
COc1ccc(-n2ncc3c(SCC(=O)N4CCN(c5ccccc5OC)CC4)ncnc32)cc1 | 31 | 7
COC(=O)c1sccc1Oc1ccc(Cl)cc1N1C(=O)CCC1=O | -17 | 7
COCCNC(=O)C(=O)N/N=C(\C)CC(=O)Nc1cccnc1 | 13 | 6
Cc1onc(-c2ccccc2Cl)c1C(=O)N(Cc1ccc(N(C)C)cc1)C(C)C | 2 | -13
O=C(Cn1c(=S)[nH]c2ccccc2c1=O)NCCc1ccccc1 | 16 | -7
COc1ccc(C2=NOC(Cn3nc(C(=O)NCc4ccc5c(c4)OCO5)cc3-c3ccccc3)C2)cc1 (stereo not given) | -3 | -4
CS(=O)(=O)c1ccc(Cl)c(NC(=O)CCN2C(=O)NC3(CCCC3)C2=O)c1 | 0 | 8
CNc1nnc(C(F)(F)F)s1 | 0 | 2
Cc1ccc(NC(=O)CN2CCN(CCN=CC3=C(O)CC(c4ccccc4)CC3=O)CC2)cc1 (stereo not given) | 4 | 0
CCCNC(=O)N1CCN(S(=O)(=O)c2ccc(C)cc2)CC1 | -6 | 1
CCn1c(SCC(=O)NC2CCCCC2)nc2c(c1=O)SCC2 | 8 | -3
O=C1C=CC(=O)N1N(c1ccccc1)c1ccccc1 | 0 | 1
Cc1ccccc1NC(=O)C(C)OC(=O)CCC(=O)c1ccccc1 (stereo not given) | 10 | -7
OC[C@@H]1CN(Cc2cccc3ccccc23)C[C@H](n2cnc3c(NCc4ccco4)ncnc32)O1 | 13 | 0
O=C(NCc1ccc(F)cc1)c1cc(C2CCCCN2S(=O)(=O)c2cccc3cccnc23)on1 (stereo not given) | 2 | 9
CCCCn1c(C(C)NC(=O)CC)nc2ccccc21 (stereo not given) | -6 | -5
NC(=O)c1ccccc1Br | 2 | -2
O=S(=O)(c1ccccc1)N1CCN(c2nnnn2-c2ccccc2)CC1 | -54 | 10
COc1ccc(S(=O)(=O)Nc2cc(C)on2)cc1OC | 4 | 9
Cn1c2ccccc2c(=O)c2c(=O)n(Cc3ccccc3)c(-c3ccc(F)cc3)nc21 | -3 | -1

Reprinted from the part before: 6 compounds, then new ones.
SMILES | H9c2 TAG inh | H9c2 TAG inh DAPI viability
O=C(NCc1ccc(F)cc1)c1cc(C2CCCCN2S(=O)(=O)c2cccc3cccnc23)on1 (stereo not given) | 2 | 9
CCCCn1c(C(C)NC(=O)CC)nc2ccccc21 (stereo not given) | -6 | -5
NC(=O)c1ccccc1Br | 2 | -2
O=S(=O)(c1ccccc1)N1CCN(c2nnnn2-c2ccccc2)CC1 | -54 | 10
COc1ccc(S(=O)(=O)Nc2cc(C)on2)cc1OC | 4 | 9
Cn1c2ccccc2c(=O)c2c(=O)n(Cc3ccccc3)c(-c3ccc(F)cc3)nc21 | -3 | -1
Cc1ccc(Cn2c(C)c3cnn(CC(=O)NCc4ccccn4)c(=O)c3c2C)cc1 | 12 | 1
CCC1(C)Cc2ccccc2C(=O)N1 (stereo not given) | -8 | 5
C=CCn1c(NCc2ccccc2O)nc2ccccc21 | -16 | -1
O=C(Nc1ncccc1O)c1ccc2c(c1)OCO2 | -6 | -3
CCCOc1ccc(N2C(=O)CC(SCCN)C2=O)cc1 (stereo not given) | -11 | 12
CCOc1ccc(-n2cc(-c3ccc(OC)c(OC)c3)[nH]c2=S)cc1 | 1 | 1
Cc1cccc(Nc2nc3c(c(=O)n(C)c(=O)n3C)n2CC(O)CO)c1 (stereo not given) | 6 | 7
COC(=O)C1CCN(c2ccc([N+](=O)[O-])cc2)CC1 | 16 | 5
COC(=O)c1ccc(-c2ncc(-c3cccc4ccccc34)o2)cc1 | 7 | 18
CC(OC(=O)c1cccc(S(=O)(=O)N2CCOCC2)c1)C(=O)NC1CCCCC1C (stereo not given) | -3 | 0

Looked up above:
Value of COc1ccc(-n2ncc3c(SCC(=O)N4CCN(c5ccccc5OC)CC4)ncnc32)cc1 in H9c2 TAG inh: 31
Value of CC(OC(=O)c1cccc(S(=O)(=O)N2CCOCC2)c1)C(=O)NC1CCCCC1C (stereo not given) in H9c2 TAG inh DAPI viability: 0
Value of CC(C)(C)C(=O)Nc1cccc(-c2ccc[nH]2)n1 in H9c2 TAG inh DAPI viability: 1

Following part.
SMILES | H9c2 TAG inh | H9c2 TAG inh DAPI viability
CCCCn1nnnc1SCC(=O)Nc1ccc(F)cc1 | -35 | 10
CC(=O)NCC1CCN(C(=O)C2CCC(=O)N(CCc3cccc(F)c3)C2)CC1 (stereo not given) | 16 | -3
CCc1ccc(OC(C)C(=O)N(Cc2ccco2)C2CCS(=O)(=O)C2)cc1 (stereo not given) | 11 | -14
COc1cccc(OC)c1C(=O)n1nc(C)cc1C | 1 | 1
CN(C(=O)C=Cc1ccco1)c1ccccc1 | -2 | 2
c1ccc2c(Oc3ccc4c(c3)OCO4)nncc2c1 | -11 | 5
Cn1nc(CC(=O)NCc2cccc3ccccc23)c2ccccc2c1=O | -13 | -4
CCOC(=O)c1ccc(NS(=O)(=O)c2ccc3c(c2)CCCN3C(C)=O)cc1 | -5 | -7
O=C(COC(=O)C12CC3CC(CC(O)(C3)C1)C2)Nc1ccc(Br)cc1F | -15 | 4
S=c1sscc1-c1ccccc1 | 2 | 3
C1=C(c2cccc3ccccc23)N2CCN=C2S1 | -6 | 10
COc1ccc(NC(=O)Nc2nnc(-c3ccncc3)s2)cc1 | -3 | 6
CN(C)S(=O)(=O)c1ccc(C(=O)NCc2ccc3[nH]c4c(c3c2)CCCC4)cc1 | 25 | -6
COC(=O)C1=C(C)NC(=S)NC1c1ccc(OCC(=O)N2CCCCC2)c(OC)c1 (stereo not given) | 7 | -6
CCNC(=O)C1(C)CCCN1C(=O)c1cnc2ccccc2n1 (stereo not given) | 15 | -3
Cc1cc(C)n(CCc2nc(-c3ccc(-c4ccccc4)cc3)cs2)n1 | -32 | 9
Fc1ccc(NCc2cccnc2)cc1 | 8 | -6
COC(=O)C1=C(C(C)=O)C(c2ccc(C(=O)OC)cc2)n2nnnc2N1 (stereo not given) | 11 | 0
Cc1ccc2c(c1)N(CC(=O)NC1CCCc3ccccc31)C(=O)CO2 (stereo not given) | 20 | -4
O=C(Nc1ccc(Cl)cn1)c1cc(S(=O)(=O)N2CCCCC2)ccc1Cl | -3 | -1
CCOC(=O)CNC(=O)c1c(C)nn(C)c1Cl | -9 | 20
CNC(=S)N(CCc1ccc(OC)c(OC)c1)Cc1cc2c(C)cc(C)cc2[nH]c1=O | 2 | -2
O=C1c2ccccc2C(=O)N1N(c1ccccc1)c1ccccc1 | -2 | -4
O=C(NNC1CC(=O)N(c2ccc(Br)cc2)C1=O)c1ccco1 (stereo not given) | 10 | -5
O=C(Nc1cccc(S(=O)(=O)N2CCCC2)c1)c1ccccc1OC(F)F | 2 | -5
C/C(=N\Nc1ccc([N+](=O)[O-])cc1)c1ccc(C#N)cc1 | -2 | -2
CCOc1ccc(NC(=S)NCCCN2CCN(c3ccc(OC)cc3)CC2)cc1 | 3 | -2
CC12CCC(C(=O)N(c3ccc(Cl)cc3)C1=O)C2(C)C (stereo not given) | 2 | 1
COc1ccc(CCN(C)C2CCCN(C(=O)c3ccnn3C)C2)cc1OC (stereo not given) | -6 | 2
O=C(NCc1ccccc1)Nc1cccn(Cc2ccccc2Cl)c1=O | 2 | -13
Cc1cccc(CSc2nc3ccncc3n2CC(=O)Nc2cc(C)cc(C)c2)c1 | -6 | 14
O=C(COc1ccc(NS(=O)(=O)c2ccc(F)cc2)cc1)N1CCOCC1 | 0 | -3
Cc1ccn2c(=S)[nH]nc2c1 | 2 | -2
COc1ccc(S(=O)(=O)NCc2nc3nc(C)cc(C)n3n2)cc1OC | -2 | 2
O=C(CNC(=O)C12CC3CC(CC(C3)C1)C2)N/N=C\c1ccccn1 | 9 | -2
CN(C1CCCCC1)S(=O)(=O)c1ccc(SCC(=O)C(C)(C)C)nc1 | 0 | 2
CSC(SC)=C(C#N)C(=O)c1ccccc1 | 9 | -5
NC(=O)c1cc2cc(Cl)ccc2oc1=Nc1cccc(C(F)(F)F)c1 | 0 | -2
Cc1ccc(C(OC(=O)c2ccco2)C(=O)NC2CCCCC2)cc1 (stereo not given) | -21 | -9
CCOC(=O)C1=C(C)OC(N)=C(C#N)C1c1ccccc1 (stereo not given) | 2 | 6
Cc1cc(C)n(CC(=O)NNC(=O)CCCOc2ccc(Cl)c(C)c2)n1 | 5 | 0
COc1cccc(NC(=O)CN(C)S(=O)(=O)c2ccc(C)cc2)c1 | -17 | -6
Cc1ccc(N(Cc2ccccc2)C(=O)c2cc(S(=O)(=O)N3CCOCC3)ccc2N2CCCC2)cc1 | 6 | -3
Cc1cc(C)c(OCC(=O)N2CC=C(c3ccccc3)CC2)c(C)c1 | -9 | -1
NNC(=O)c1cc(-c2cccs2)nc2ccccc12 | 12 | 11
Cn1ncc(Br)c1N1C(=O)CCC1=O | -1 | -4
COc1ccc(S(=O)(=O)N2CCN(c3c(C)cccc3C)CC2)cc1OC | 3 | -3
COc1ccc2c(C)cc(SCC(=O)N3CCOCC3)nc2c1 | 0 | 7
Clc1ccccc1-c1cc(COc2ccc3ccccc3c2)no1 | 6 | 1
Cc1cc(C(=O)C(C(c2ccccc2)N2CCOCC2)N2CCOCC2)ccc1Cl (stereo not given) | 22 | -5

Next part.
SMILES | H9c2 TAG inh | H9c2 TAG inh DAPI viability
CCOC(=O)C1(CCCc2ccccc2)CCN(C(=O)CN2CCOC2=O)CC1 | -4 | -10
CCOC(=O)c1oc2ccccc2c1COC(=O)C(C)NC(=O)c1ccco1 (stereo not given) | 13 | -6
CC(C)C[C@@H](CN1CCCC1CN1C(=S)NC[C@@H]1Cc1ccc(O)cc1)N1C[C@H](Cc2ccccc2)N(CCc2ccccc2)C1=S (stereo not given in full) | -16 | 2
Cc1ccc(NC(=O)NC2CCCCCCC2)c(C)c1 | -5 | -1
CC(NS(=O)(=O)c1ccccc1)C(c1cccs1)N1CCOCC1 (stereo not given) | -4 | -2
CC(=O)OC(C)(C)/C=C/C(=O)[C@](C)(O)C1[C@H](O)C[C@@]2(C)C3CC=C4C(C=C(O[C@@H]5O[C@H](CO)[C@@H](O)[C@H](O)[C@H]5O)C(=O)C4(C)C)[C@]3(C)C(=O)C[C@]12C (stereo not given in full) | -31 | 12
CCC(C)NC(=O)c1ccc(NS(=O)(=O)c2ccc3[nH]c(=O)[nH]c3c2)cc1 (stereo not given) | 7 | 1
CCN(CC)CCNC(=O)CCCNC(=O)Cn1cnc2sc(C)c(C)c2c1=O | 30 | -6
O=C(CCCNS(=O)(=O)c1cccc2nsnc12)NCCN1CCN(c2ccccc2F)CC1 | 9 | -14
COC(=O)c1n[nH]n(-c2cc(Cl)cc(Cl)c2)c1=O | -8 | 6

Compound profiles (already shown). Values in the order: H9c2 TAG inh | H9c2 TAG inh DAPI viability
CC(=O)OC(C)(C)/C=C/C(=O)[C@](C)(O)C1[C@H](O)C[C@@]2(C)C3CC=C4C(C=C(O[C@@H]5O[C@H](CO)[C@@H](O)[C@H](O)[C@H]5O)C(=O)C4(C)C)[C@]3(C)C(=O)C[C@]12C (stereo not given in full) as listed: -31 | 12
Cc1ccc(NC(=O)NC2CCCCCCC2)c(C)c1 as listed: -5 | -1
CCN(CC)CCNC(=O)CCCNC(=O)Cn1cnc2sc(C)c(C)c2c1=O as listed: 30 | -6
CCC(C)NC(=O)c1ccc(NS(=O)(=O)c2ccc3[nH]c(=O)[nH]c3c2)cc1 (stereo not given) as listed: 7 | 1
O=C(CCCNS(=O)(=O)c1cccc2nsnc12)NCCN1CCN(c2ccccc2F)CC1 as listed: 9 | -14

Further records follow.
SMILES | H9c2 TAG inh | H9c2 TAG inh DAPI viability
O=[N+]([O-])c1cccc(CSc2ncnc3ccccc23)c1 | -11 | 5
Cc1c(C(=O)c2ccc(F)cc2F)c2ccccn2c1CCc1ccccn1 | -13 | -7
CS(=O)(=O)c1ccc2nc(NC(=O)C3CC3)sc2c1 | 6 | 6
COc1ccc(NC(=O)COC(=O)CCc2ccc(S(=O)(=O)N3CCOCC3)cc2)cc1Cl | 7 | -23
O=C(O)C1Cc2ccccc2CN1C(=O)COc1ccc(Br)cc1 (stereo not given) | -2 | 2
CCN(CC)S(=O)(=O)c1cc([N+](=O)[O-])ccc1N1CCC(C(N)=O)CC1 | -8 | -1
Cc1cc([N+](=O)[O-])nn1CC(=O)NCc1ccc(Cl)cc1 | -13 | -1
COc1ccc(Cl)cc1-c1cc(C(=O)Nc2ccccc2)[nH]n1 | 7 | -13
NC(CO)(CO)COCc1ccccc1 | 9 | -5
CC1CN(C(=O)CS(=O)(=O)Cc2ccc(Cl)cc2)CC(C)O1 (stereo not given) | -9 | 1
CC1CC(C)(C)CC2(C1)NC(=S)N(c1ccccc1)N2 (stereo not given) | -13 | 10
COc1cccc(NC(=O)CN(C)CC(=O)NCc2ccco2)c1 | -9 | -5
COc1cccc(N(CC(=O)N2CCN(Cc3ccccc3)CC2)S(C)(=O)=O)c1 | -3 | -9
Cn1c(=O)oc2cc(S(=O)(=O)NCCN3CCc4ccccc4C3)ccc21 | 24 | -30
COc1ccccc1CCNC(=O)CN1C(=O)c2ccccc2S1(=O)=O | 5 | 0
